mcGAS inh: mouse cGAS inhibition by luminescence; Q8C6L5; recombinant cGAS, Kinase-Glo ATP depletion luminescence; inhibition, % at 12.5 µM; 0.15% of 160,000 active; AID 1259399;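 also: 0% = negative control wells and 100% = reference inhibitor with no enzyme activity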
hcGAS inh: human cGAS inhibition | inhibition, % at 12.5 µM | AID 1259398 | 0.081% of 290,000 active | Q8N884 | recombinant h-cGAS, ATP depletion, Kinase-Glo luminescence;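 also: 0% = vehicle reaction and 100% = reaction without DNA for no activity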
Target sequence (Q8N884 whole entry, looked up): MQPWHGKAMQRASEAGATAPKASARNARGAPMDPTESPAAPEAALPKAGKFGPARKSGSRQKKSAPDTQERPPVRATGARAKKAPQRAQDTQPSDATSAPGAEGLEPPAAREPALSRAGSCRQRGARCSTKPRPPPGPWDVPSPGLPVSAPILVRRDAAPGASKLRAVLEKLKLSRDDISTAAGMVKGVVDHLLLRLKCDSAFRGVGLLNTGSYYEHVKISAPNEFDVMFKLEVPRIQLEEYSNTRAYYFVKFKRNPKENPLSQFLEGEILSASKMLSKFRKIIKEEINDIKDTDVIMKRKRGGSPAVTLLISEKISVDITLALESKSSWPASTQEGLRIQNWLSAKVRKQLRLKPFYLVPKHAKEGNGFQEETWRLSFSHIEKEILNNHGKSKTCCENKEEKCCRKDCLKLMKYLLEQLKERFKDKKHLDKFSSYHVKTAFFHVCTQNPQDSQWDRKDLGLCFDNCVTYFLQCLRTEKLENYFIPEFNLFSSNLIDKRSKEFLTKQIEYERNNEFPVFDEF
NPYLR7 ag: activates Aedes aegypti NPYLR7 receptor | HEK293T NPYLR7/Galpha15, GCaMP6s calcium fluorescence | activation, % at 10 µM | 0.15% of 270,000 active; in the data active = activation above about 40%;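 also: 0% = vehicle and 100% = reference agonist at the receptor; some compounds past the cut are filed as inactive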
Starred values were filed as active, the others as inactive; . = not tested or not shown; & = joins results of further samples. Rule as the data show it, unless noted: active = inhibition above about 40%; inactive = the rest.

item | Compound | mcGAS inh | hcGAS inh | NPYLR7 ag
1 | CCOC(=O)CCC(=O)Nc1c(C)nc2sccn2c1=O | 0.0 | -1.4 | -6.4
2 | Cc1cc(O)c(CN2CCCC2)c2c1C(=O)/C(=C/c1cc3ccccc3o1)O2 | -2.2 | -2.9 | 57.2*
3 | COc1ccc(-n2nnnc2CNC(=O)NCc2cccc3ccccc23)cc1 | 11.1 | -5.5 | 24.6
4 | O=C(Cn1cnc([N+](=O)[O-])n1)Nc1cc(C(F)(F)F)cnc1Cl | -5.9 | -5.5 | 4.0
5 | CC1CN(C(=O)c2cc(C(C)C)cc(C(C)C)c2O)CCO1 (centres undefined) | . | -13.4 | -1.3
6 | Cc1cc(C=O)c(C)n1-c1ccc(OCc2ccccc2)cc1 | . | -3.9 | 15.7
7 | CCSc1sc(SCC)c(C=O)c1Br | -7.5 | -6.3 | -1.5
8 | CCOc1ccc(-c2ccnc(-c3csc(C)n3)n2)cc1C(=O)O | . | -2.1 | 5.2
9 | CC(CN(C)c1nc(C2CCCC2)nc2c1CNC2)N1CCOCC1 (centres undefined) | . | -8.7 | 6.4
10 | CC(C)N1C(=S)SC2CS(=O)(=O)C=C21 (centres undefined) | -4.3 | -12.9 | 2.6
11 | Cc1ccc(C(=O)NCC(NC(=O)c2ccc(C)nc2)C(C)C)cn1 (centres undefined) | . | -5.3 | 1.7
12 | O=C(CN1CCCCCCC1)N1CCc2nc[nH]c2C1 | -4.9 | -7.3 | .
13 | O=C(c1ccc2snnc2c1)N1CCN(Cc2ccc(-c3noc(-c4cccc(C(F)(F)F)c4)n3)cc2)CC1 | -4.1 | -3.0 | 25.8
14 | COCCNC(=O)c1c(NC(=O)COc2ccc(C)cc2)sc2c1CCCC2 | -5.2 | -1.5 | 10.5
15 | COc1cc(/C=C/CN2CCC(C(=O)NC(c3ccc(F)cc3)c3ccc4ccccc4n3)CC2)ccc1OC(C)=O (centres undefined) | -2.2 | -5.3 | 7.4
16 | Cc1ccc(-c2noc(-c3ccccc3)n2)cc1 | -5.3 | -6.1 | -5.4
17 | Clc1ccccc1-c1nc2c(OCc3ccccc3)cccn2c1NCc1ccccc1 | -9.7 | -6.7 | 4.5
18 | CC1(NC(=O)CN(CC(=O)NC2(C)CCS(=O)(=O)C2)C2CC2)CCS(=O)(=O)C1 (centres undefined) | . | -0.2 | -2.4
19 | COC(=O)c1ccc(NC(=O)Cn2cc(OC)c(=O)cc2CO)cc1 | -5.9 | -11.2 | 0.1
20 | CCOC(=O)C(Cc1ccccc1)NC(=O)N1CCCN(c2c(-c3ccc(OC)cc3)cnc3ncnn23)CC1 (centres undefined) | -5.0 | -4.3 | 13.1
21 | O=C(NCCNc1cc(-n2cccn2)ncn1)Nc1ccc2c(c1)OCCO2 | -6.7 | -1.6 | -5.6
22 | COc1ccc(C(=O)C(C#N)=Cc2ccc(F)cc2)cc1 | 8.8 | 2.5 | -1.0
23 | N#Cc1c(=O)c2c(=O)oc3ccccc3c2n2nc3n(c12)CCCCC3 | . | -6.0 | 2.3
24 | O=C(CN1C=Nc2ccccc2S1(=O)=O)NCC1(c2ccccc2)CCC1 | . | -3.7 | 9.6
25 | CC1(C)Cc2c(cnn2-c2cccc(F)c2)C(NCc2ccc(C#CCCO)cc2)C1 (centres undefined) | -7.7 | -4.8 | -4.6
26 | CCCCNC(=O)C1(C)CCN1C(=O)c1csnn1 (centres undefined) | -6.8 | -10.5 | 3.8
27 | Cn1ccnc1C(NC(=O)Cc1ccc2ccccc2c1)c1ccc(F)cc1 (centres undefined) | . | -3.4 | 1.5
28 | COCCOCC(=O)N(c1ccccc1C)C(C)C | . | -7.0 | 9.9
29 | CC(=O)NN1C(=O)/C(=C2\C(=O)N(Cc3ccccc3)c3ccccc32)SC1=S | 1.8 | 0.3 | 0.1
30 | CCS(=O)(=O)NCC(c1ccc(N(C)C)cc1)N1CCN(C)CC1 (centres undefined) | -6.1 | -5.1 | 9.2
31 | Cc1ccccc1C1(O)CCN(C(=O)c2cccc3ccnn23)C1 (centres undefined) | -16.4 | -4.3 | 0.7
32 | CC(C(=O)NCc1ccccc1F)n1c(-c2cccs2)n[nH]c1=S (centres undefined) | . | -4.9 | 5.7

Of the compounds above, these contain an NH in an aromatic ring.
item | Compound | mcGAS inh | hcGAS inh | NPYLR7 ag
12 | O=C(CN1CCCCCCC1)N1CCc2nc[nH]c2C1 | -4.9 | -7.3 | .
32 | CC(C(=O)NCc1ccccc1F)n1c(-c2cccs2)n[nH]c1=S (centres undefined) | . | -4.9 | 5.7

(further entries)
item | Compound | mcGAS inh | hcGAS inh | NPYLR7 ag
33 | O=C(CSc1nnc(-c2cccs2)n1C1CC1)NC1CCS(=O)(=O)C1 (centres undefined) | -4.4 | -2.7 | 5.2
34 | CCCC(=O)NNC(=O)c1cccc(S(=O)(=O)N2CCCC2)c1 | . | -7.8 | 5.2
35 | CCCc1[nH]n(C)c(=O)c1C1=C(N2CCOCC2)C(=O)N(c2cc(C)ccc2OC)C1=O | 1.9 | -4.4 | 10.5
36 | O=C(Nc1ccccc1)C(=O)N1CCCC(CCc2c(F)cccc2F)C1 (centres undefined) | . | -6.0 | -1.2
37 | CC(O)c1cccc(N2CCC(O)(C(=O)O)CC2)n1 (centres undefined) | -10.2 | -5.4 | -1.3
38 | COCCCN(CC(=O)N(CCc1c[nH]c2ccccc12)Cc1ccc(C(C)(C)C)cc1)C(=O)c1cccs1 | 0.2 | 1.0 | 3.7
39 | CC(C(=O)Nc1cccc(Br)c1)S(=O)(=O)CC1CCCO1 (centres undefined) | . | -4.8 | -1.8
40 | O=C(NCc1cccc(F)c1)C(C1CCCC1)N1CCN(C(=O)c2cccs2)CC1 (centres undefined) | . | 1.6 | -2.2

Exported with values under each structure: part of the list above
Screens in order: mcGAS inh | hcGAS inh | NPYLR7 ag
38. COCCCN(CC(=O)N(CCc1c[nH]c2ccccc12)Cc1ccc(C(C)(C)C)cc1)C(=O)c1cccs1
→ 0.2 | 1.0 | 3.7
39. CC(C(=O)Nc1cccc(Br)c1)S(=O)(=O)CC1CCCO1 (centres undefined)
→ . | -4.8 | -1.8

(more compounds)
item | Compound | mcGAS inh | hcGAS inh | NPYLR7 ag
41 | CNC(=O)COC1CN(C(=O)OCC(C)(C)C)CCC(=O)N(C)c2ccccc21 (centres undefined) | -7.9 | -7.7 | -2.1
42 | COCCCN(CC(=O)N1CCc2sccc2C1c1ccc(Cl)cc1Cl)C(=O)c1ccc([N+](=O)[O-])cc1 (centres undefined) | 0.5 | -7.5 | -13.0
43 | CC(C)Cc1cc(CN2CCCC(Nc3ccc4c(c3)OCCO4)C2)[nH]n1 (centres undefined) | . | 1.1 | 2.7
44 | COc1cc(-c2ccc3c(c2)COC2(CCN(CCCOCc4ccccc4)CC2)O3)cc(OC)c1OC | -1.2 | 0.1 | -1.2
45 | Cc1sc(=O)n(CCC(=O)N2CCS(=O)(=O)C(C)(C)C2)c1C | -14.6 | -9.4 | 7.1
46 | CCOc1ccc(N2CCn3c2nnc(C(=O)NC(C)C)c3=O)cc1 | 0.0 | -0.3 | 5.6
47 | Cc1cccc(CNc2nccnc2-c2cc(C)c(O)c(C)c2)c1 | -3.4 | -3.1 | -4.4
48 | Cc1nc2ccccc2nc1CN1CCCC(CO)(CCc2ccccc2)C1 (centres undefined) | . | -10.5 | 0.4
49 | CNCc1cc(-c2ccnc3[nH]ccc23)ccc1OC | . | -6.5 | 0.9
50 | O=c1cc(CSc2nnc3ccccn23)c2ccc(O)cc2o1 | . | -2.7 | -0.4
51 | CCCOc1ccc(C=NNC(=O)c2cc(C)oc2C)c(OCCC)c1 | -3.2 | -5.0 | -0.4
52 | CCOC(=O)CC(=O)CSc1ncnc2c1nnn2-c1ccccc1 | -5.8 | -2.6 | 8.0
53 | CCc1ccccc1N1CCN(C(=O)c2ccc(Br)cc2)C(C)C1=O (centres undefined) | -2.8 | 1.1 | 12.6
54 | CC1=C(C(=O)OCC(C)C)C(c2ccc(NC(=O)COc3ccccc3)cc2)NC(=S)N1C (centres undefined) | -8.0 | -8.8 | .
55 | C=CCn1c(=O)c2c(nc3oc(-c4ccccc4)cn32)n(C)c1=O | . | -9.1 | 0.7
56 | Cc1nc(SCc2cccc(C(=O)Nc3ccc(F)cc3)c2)nc(N(C)Cc2ccccc2)c1C | -6.5 | -3.3 | 4.3
57 | O=C(NCCn1ncc2c(=O)n(Cc3ccc([N+](=O)[O-])cc3)cnc21)c1ccc(F)cc1 | -8.1 | -2.1 | -3.1
58 | COC(=O)c1ccc(OC)cc1OCC(=O)NC1CCCCC1C (centres undefined) | . | -4.2 | 17.8
59 | Cc1cc(N2CCN(c3ccccc3Cl)CC2)nc(-n2cc([N+](=O)[O-])cn2)n1 | -8.7 | -7.7 | 6.6
60 | COc1ccc(COc2ccc(Cc3cnc(N)nc3N)cc2OC)cc1 | -9.0 | -4.7 | 2.3
61 | O=C(O)c1ccccc1CN1CCCCC1CCc1ccc(O)cc1 (centres undefined) | . | -7.6 | 0.5
62 | O=C(N/N=C\c1ccncc1)c1cc(-c2ccc(Cl)cc2Cl)n[nH]1 | 2.5 | 2.6 | -3.6
63 | O=c1[nH]c(O)c(CCc2n[nH]c(Cc3ccccc3)n2)[nH]1 | . | -2.7&-3.2 | 3.4&13.3
64 | CC1c2cccn2CCN1C(=O)C1CC(=O)N(c2ccccc2Br)C1 (centres undefined) | . | -8.2 | -0.3
65 | O=S(=O)(NCCc1csc2nc(-c3cccs3)nn12)c1cccc(F)c1 | -7.3 | -7.1 | 4.6
66 | COc1ccc(CCN(C)C(=O)c2cc(-c3cccs3)nn2-c2ccc(C)cc2C)cc1OC | -5.4 | -1.9 | -4.5
67 | COc1ccc(-c2c3c([nH]c(=S)c2C#N)CCC3)cc1 | -3.3&-0.1 | -6.6&4.1 | 9.7&-3.7
68 | COc1ccccc1-c1cc2nc(C)cc(N3CCCCC3)n2n1 | -7.9 | -4.0 | 0.3
69 | CCCN1CCN(c2nc3c(c(=O)[nH]c(=O)n3C)n2Cc2ccc(Cl)cc2)CC1 | . | -1.3 | 3.1
70 | CCc1cn[nH]c1C1CCN(C(=O)c2cc(C)n3nc(C)cc3n2)CC1 | -12.7 | -6.6 | -7.6
71 | Cc1cccc2c1OC(=O)c1cccc(C)c1OC2=O | . | -6.7 | 0.6
72 | O=C(C1CCOCC1)N1CCC2(CC1)CC(N(Cc1ccccc1)C1CC1)CCO2 (centres undefined) | -1.1 | -0.1 | .
73 | O=C(CCn1cnc2ccccc21)NN=Cc1c(O)ccc2ccccc12 | . | -3.1 | 1.2
74 | CCCCn1c(CN(C)Cc2[nH]c3ccccc3c2C)cnc1S(=O)(=O)CC | . | -8.1 | 20.2
75 | CC(C)N(C1CCC1)S(=O)(=O)c1cccc(-c2nnnn2C)c1 | . | -9.3 | 2.9
76 | O=C(CN1C(=O)NC2(CCCc3sccc32)C1=O)Nc1ccccc1 (centres undefined) | . | -2.2 | 9.0
77 | O=C(c1ccc(Cl)c(F)c1)N1CCN(Cc2ccc(-c3noc(-c4cccs4)n3)cc2)CC1 | -6.0 | -4.0 | 24.9
78 | O=C(Nc1ccc(N2CCC(Cc3ccccc3)CC2)c(C(=O)N2CCCC2)c1)NC12CC3CC(CC(C3)C1)C2 | -5.5 | -11.1 | .
79 | O=C(NCC(c1ccco1)S(=O)(=O)c1ccccc1)Oc1ccccc1 (centres undefined) | -7.6 | -10.4 | -0.1
80 | COc1cc(/C=C2/C(=O)N(c3ccc4c(c3)CCC4)C(=S)N2C)ccc1O | -2.8 | -1.3 | -3.4
81 | CC(=O)OC(C(=O)N1CCC(Cc2ccc(C(F)(F)F)cc2)CC1)c1ccccc1 (centres undefined) | -7.7 | -4.2 | 2.2
82 | CC1(C(=O)Nc2nccs2)CCN1C(=O)C/C=C/c1ccccc1 (centres undefined) | -4.5 | -9.2 | -0.9
83 | COc1cc(C(=O)N2CCC[C@@H]2C(=O)NCCCNC(=O)c2ccc(F)cc2)cc(OC)c1OC | -4.7 | -4.3 | 2.8
84 | CCOCCn1c(=O)c2c(nc3n(CC)c(C)c(C)n23)n(C)c1=O | . | -4.8 | -0.7
85 | Cc1nc2n(n1)C(=O)C(C(c1ccc([N+](=O)[O-])cc1)N1CCC(C)CC1)S2 (centres undefined) | . | -9.5 | 2.0

Among those listed so far, eleven have a thiophene ring, fused or not:
item | Compound | mcGAS inh | hcGAS inh | NPYLR7 ag
7 | CCSc1sc(SCC)c(C=O)c1Br | -7.5 | -6.3 | -1.5
14 | COCCNC(=O)c1c(NC(=O)COc2ccc(C)cc2)sc2c1CCCC2 | -5.2 | -1.5 | 10.5
32 | CC(C(=O)NCc1ccccc1F)n1c(-c2cccs2)n[nH]c1=S (centres undefined) | . | -4.9 | 5.7
33 | O=C(CSc1nnc(-c2cccs2)n1C1CC1)NC1CCS(=O)(=O)C1 (centres undefined) | -4.4 | -2.7 | 5.2
38 | COCCCN(CC(=O)N(CCc1c[nH]c2ccccc12)Cc1ccc(C(C)(C)C)cc1)C(=O)c1cccs1 | 0.2 | 1.0 | 3.7
40 | O=C(NCc1cccc(F)c1)C(C1CCCC1)N1CCN(C(=O)c2cccs2)CC1 (centres undefined) | . | 1.6 | -2.2
42 | COCCCN(CC(=O)N1CCc2sccc2C1c1ccc(Cl)cc1Cl)C(=O)c1ccc([N+](=O)[O-])cc1 (centres undefined) | 0.5 | -7.5 | -13.0
65 | O=S(=O)(NCCc1csc2nc(-c3cccs3)nn12)c1cccc(F)c1 | -7.3 | -7.1 | 4.6
66 | COc1ccc(CCN(C)C(=O)c2cc(-c3cccs3)nn2-c2ccc(C)cc2C)cc1OC | -5.4 | -1.9 | -4.5
76 | O=C(CN1C(=O)NC2(CCCc3sccc32)C1=O)Nc1ccccc1 (centres undefined) | . | -2.2 | 9.0
77 | O=C(c1ccc(Cl)c(F)c1)N1CCN(Cc2ccc(-c3noc(-c4cccs4)n3)cc2)CC1 | -6.0 | -4.0 | 24.9

Source: PubChem BioAssay (Fisher Drug Discovery Resource Center)
